# Screens (PubChem BioAssay)
# Statin myotox sup: suppressors of statin myotoxicity in C2C12 myotubes, primary screen, cell-based, single point, plate reader; rescue of ATP level, % at 7.49 µM; C2C12 myotubes + simvastatin, ATP luminescence, 48 h; scaled: DMSO 0, geranylgeraniol control 100; 0.78% of 330,000 active; AID 602340, 2012;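 active means mean ATP rescue above about 67%, or every replicate alone reaching that limit, limit read from the data, passing the limit was not always enough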;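 further: myotubes were challenged with 10 µM simvastatin during compound exposure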
# PGC1a acetyl inh: inhibitors of PGC1a acetylation signal, primary screen, cell-based, U2OS, AlphaScreen, inhibitor mode; 0.17% of 350,000 active; AlphaScreen anti-acetyl-lysine; with virally co-expressed GCN5 acetyltransferase; inhibition, % at 15.6 µM;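 active means every replicate shows inhibition of at least 40%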;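 further: 0% = neutral control wells and 100% = positive control wells; some results beyond the cut were filed as inactive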
# LGR2 inh: inhibitors of bursicon-induced LGR2 CRE-luciferase signal, primary screen, cell-based, HEK293, CRE-luciferase reporter, bursicon stimulation; Drosophila bursicon receptor LGR2 (rickets); bursicon-stimulated, 4 h; inhibition, % at 9.99 µM; 0.35% of 380,000 active; AID 720647, 2013;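 active means drop in luminescence signal, shown as inhibition above about 50% in the replicate tests, limit read from the data, passing the limit was not always enough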;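 further: agonist challenge used bursicon conditioned medium at about half maximal strength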
# PAX8 reporter: inhibitors of PAX8-driven TPO luciferase reporter, primary screen, RMG-I cells, single concentration; SteadyGlo, 24 h; 1.2% of 360,000 active; inhibition, % at 12.6 µM;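 active means mean replicate inhibition at least 60% with every replicate also reaching 60%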;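 further: luciferase light reporting Pax8 driven TPO promoter activity; plate controls were median of neutral control wells for no effect and mitoxantrone controls for full effect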
# PglD DTNB: C. jejuni PglD acetyltransferase inhibitors, primary screen, biochemical, DTNB colorimetric, single point; purified PglD enzyme, DTNB colorimetric CoA detection; UDP-N-acetylbacillosamine N-acetyltransferase PglD (Campylobacter jejuni); 0.098% of 360,000 active; inhibition, % at 12.5 µM; in the data active means inhibition above about 16%, passing the limit was not always enough; further: strong numbers were not always called active
# GSIS activator: GLuc luminescence reporter in INS-1E cells, primary screen for activators of glucose-dependent secretion of insulin; activation, % at 16.6 µM; INS-1E GLuc reporter insulin secretion, 2-3 h; 0.61% of 370,000 active;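 active means lowest replicate activation of at least 40%, so every replicate reaches that level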;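 further: 0% = median of neutral control wells and 100% = median of IBMX positive control wells; some compounds called inactive have numbers as strong as hits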
# Cneo AK release: Cryptococcus neoformans cell lysis inducers, primary screen, AK release luminescence, single concentration. C. neoformans lysis, adenylate kinase release luminescence, 4 h; normalised: neutral wells 0, clomiphene wells 100. lysis activity, % at 15 µM. 0.2% of 360,000 active;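 active means mean lysis activity across replicates of at least 80%, whatever share of replicates individually reach that level; inactive means mean lysis activity below 80%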
#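 Assay system: C. neoformans cells. Amount: yeast cell density of 5 × 10^6 cells/mL. Technique: AK luminescence. Buffer or medium: YPD. Times: static 4 h at 37 °C with compound, 1 h detection. Dosing: single-point compound dose. Read-out: lysis from increased AK signal.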
# ARNT-TACC3 inh: disruptors of ARNT/TACC3 protein interaction, primary screen, biochemical, AlphaScreen, single concentration; Transforming acidic coiled-coil-containing protein 3 (Homo sapiens), Q9Y6A5; AlphaScreen His-ARNT PAS-B/GST-TACC3 binding, luminescence; TACC3 fragment carries E629A point mutation; inhibition, % at 9.99 µM; 0.66% of 390,000 active; AID 623870, 2012;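 active means mean inhibition of replicates at least 50% and at least half of replicates each reaching 50%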;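 further: 0% = complete ARNT plus TACC3 wells and 100% = ARNT alone without TACC3; many hits fall short of the cut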
# The depositor's hits bear a star; / = no result given; & = joins results of further samples.
SMILES,Statin myotox sup,PGC1a acetyl inh,LGR2 inh,PAX8 reporter,PglD DTNB,GSIS activator,Cneo AK release,ARNT-TACC3 inh
O=C1c2ccccc2[C@@H]2C[C@@H](O)[C@H](Nc3ccccc3-c3ccccc3)CCN12,-5,2,-2,-10,-1,-3,4,4
COc1ccc([C@H]2C[C@H](O)[C@@H](n3cc(COC(=O)c4ccccc4)nn3)CN2C(=O)C2CCCCC2)cc1,4,-13,1,14,-2,-35,1,/
CCN(CC(=O)NCc1ccc(Cl)cc1)C(=O)CSc1cccc(C(F)(F)F)c1,/,/,6,17,/,-42,/,0
Cc1ccc(Nc2n[nH]c(C)c2[N+](=O)[O-])c(C)c1,-6,/,-33,-33,1,2,-2,/
O=C(Nc1ccc(OCc2ccccc2)cc1)Nc1cccnc1,-10,-13,-42,-12,0,-38,-1,-6
CCOc1ccc(N/C(C)=C\C(=O)c2ccc3c(c2)OCCO3)cc1,/,-1,-62,-1,/,-6,/,-9
O=C(NC12CC3CC(CC(C3)C1)C2)N1CCCC(CO)C1 (stereo not drawn),-2,-11,7,/,-14,1,1,16
COc1ccc(NC(=O)N(C)C[C@H]2Oc3ccc(NC(=O)Cn4cnnn4)cc3CC(=O)N([C@H](C)CO)C[C@@H]2C)cc1,-19,-4,-2,-14,0,-16,-1,-33
CC(=O)NC(C)C(=O)OCC(=O)Nc1ccc(Br)cc1 (stereo not drawn),3,-6,/,-2,/,/,0,-1
COc1ccc(CNC(=O)C[C@H]2C(=O)N(Cc3ccc(OC)cc3)C[C@@H]2Cc2ccccc2)cc1,-5,5,/,-21,-2,/,-2,-6
CCSC1=NCCN1C(=O)C(C)(C)Oc1ccc(Cl)cc1,/,-12,29,2,/,-3,/,17
Cc1ccc(-c2ccc([C@H]3[C@H](CO)N4CCCCN(C(=O)Nc5cccc(F)c5)C[C@@H]34)cc2)cc1,/,0,11,-4,1,-15,4,10
COC(=O)c1ccc2c(c1)C(C)(C)C(/C=C/c1ccccc1O)=[N+]2C,/,-52,56*,/,/,-45,/,0
O=C(CNc1ccc(Cl)cc1)NNC(=S)NCc1ccccc1,/,-2,-4,20,/,-24,/,15
CCOC(=O)C1C(=O)CC(=O)C(C(=O)OCC)C1c1ccc(O)cc1 (stereo not drawn),/,/,3,6,-3,-11,-1,/
Cc1cc(C)cc(N(CC(=O)NCC2CCCO2)S(=O)(=O)c2c(C)noc2C)c1 (stereo not drawn),10,-6,17,-8,4,7,1,-6
COc1ccc(-c2cc(C(=O)N(C)CC(=O)Nc3ccccc3Br)c3ccccc3n2)cc1OC,0,-3,-2,49,-4,-6,-1,26
CCCCc1c(C)[nH]c2nc3ccccc3n2c1=O,2,0,-6,-51,4,16,-1,1
CCC(Sc1nc(-c2ccccc2)c(C#N)c(=O)[nH]1)C(=O)Nc1cc(C)on1 (stereo not drawn),10,-3,6,/,-1,-8,3,3
COc1ccc(OC)c(C2CC(=O)N3CN(c4ccccc4F)CSC3=C2C#N)c1 (stereo not drawn),15,/,16,4,10,-37,-2,0

# Structures above that have an aryl thioether with sulfur outside any ring, in the order listed:
SMILES,Statin myotox sup,PGC1a acetyl inh,LGR2 inh,PAX8 reporter,PglD DTNB,GSIS activator,Cneo AK release,ARNT-TACC3 inh
CCN(CC(=O)NCc1ccc(Cl)cc1)C(=O)CSc1cccc(C(F)(F)F)c1,/,/,6,17,/,-42,/,0
CCC(Sc1nc(-c2ccccc2)c(C#N)c(=O)[nH]1)C(=O)Nc1cc(C)on1 (stereo not drawn),10,-3,6,/,-1,-8,3,3

# New compounds follow
SMILES,Statin myotox sup,PGC1a acetyl inh,LGR2 inh,PAX8 reporter,PglD DTNB,GSIS activator,Cneo AK release,ARNT-TACC3 inh
Nc1nonc1C(=O)N1CCCC1,-7,-9,-3,-29,-3,-11,-1,-21
CC1(c2ccc3noc(-c4ccc(F)cc4)c3c2)OCCO1,/,-2,-29,/,-8,-15,11,-5
Cc1ccc(/C=C2\Sc3ccccc3C2=O)s1,87*,0,/,-54,0,/,-3,6
C[C@H]1CN([C@@H](C)CO)C(=O)c2cccc(NC(=O)NC3CCCCC3)c2O[C@@H]1CN(C)S(=O)(=O)c1ccc(F)cc1,-25,1,5,10,2,-9,-4,-7
COc1cccc(S(=O)(=O)Nc2ccc3c(c2)[C@@H]2C[C@H](CC(=O)N4CCCCC4)O[C@H](CO)[C@@H]2O3)c1,0,4,4,2,0,-11,-2,2
O=C(C[C@@H]1CC[C@@H](NS(=O)(=O)c2ccc(F)cc2)[C@H](CO)O1)N1CCc2ccccc2C1,15,-2,8,-7,6,-8,49,-6
CCOC(=O)CCCNC(=O)COC(=O)c1cccc(F)c1,1,-3,-7,-12,0,-6,-1,5
CN(C)S(=O)(=O)c1ccc(C(=O)NNc2nc(-c3ccccc3)c3cc(Br)ccc3n2)cc1,/,/,-6,10,/,-30,/,-2
O=C(CSc1nnc2ccc(-c3ccccn3)nn12)NCC1CCCO1 (stereo not drawn),-5,-2,10,16,-3,3,0,14
CCCCc1nnc(NC(=O)CN2C(=O)NC3(CCCCC3)C2=O)s1,9,-3,-7,8,8,17,1,3
COC(=O)C1=C(C)NC(C)=C(C(=O)OC(C)C)C1c1cccc2nonc12 (stereo not drawn),7,-11,-6,9,-6,-19,-2,9
Cc1noc(C)c1NC(=O)N(C)C[C@@H]1OCCCC[C@H](C)Oc2ccc(NC(=O)Nc3ccc(F)cc3)cc2C(=O)N([C@H](C)CO)C[C@@H]1C,/,-6,2,-2,-2,8,1,-3
CN(C)Cc1csc(Nc2ccc(C(=O)c3ccccc3)cc2)n1,20,3,4,-4,0,1,-2,/
COCC(=O)Nc1ccc2c(c1)C(=O)N(C)[C@@H]1CC[C@H](CC(=O)NCc3ccccc3Cl)O[C@@H]1CO2,0,5,-1,-5,4,-5,1,-2
O=C(Nc1ccccc1)c1cc2c(=O)c3ccccc3oc2nc1C(F)(F)F,-6,-4,/,/,-2,/,-1,-11
Cc1cc(C(=O)N2CCN(c3ccccc3)CC2)c(C)o1,-2,-1,/,/,2,/,-1,-11
O=C(COC(=O)Cc1ccc(S(=O)(=O)N2CCOCC2)s1)Nc1ccccc1Cl,1,9,-23,-9,-4,/,4,0
CSc1ccccc1NC(=O)C1CC(c2ccccc2O)=NO1 (stereo not drawn),8,-6,-15,/,-5,-23,-1,-1
O=C(c1ccccc1)N1CCN(S(=O)(=O)c2cccs2)CC1,1,/,-10,13,-6,5,-1,8
COc1ccc(S(=O)(=O)n2[nH]c(=O)c(CCO)c2C)c([N+](=O)[O-])c1,-9,-1,5,12,-1,15,0,/
C/C(=N\NC(=O)CN1CCN(Cc2ccc(C)cc2)CC1)c1ccncc1,/,/,-3,8,-1,7,-1,-2
CCCc1cc(C(=O)N2CCC(n3nccc3NC(=O)c3ccc(OC)cc3)CC2)no1,6,-1,-27,-20,-3,-12,0,-1
CC(C)(C)c1ccc(/C=N/n2cnnc2)cc1,/,-5,4,-3,/,-12,/,1
CC(C)OC(=O)N(C)C[C@@H]1OCc2cnnn2CCCC(=O)N([C@H](C)CO)C[C@H]1C,-2&-11&11,-8&-2&1,13,-1&21,0&1&0,0,0&55&9,-12&15
O=C(O)CNCC1COc2ccccc2O1 (stereo not drawn),6,8,/,7,5,/,-1,-1
COc1ccc2[nH]c(=O)c(CNc3cc(C)ccc3C)cc2c1,/,17,-19,-16,/,-2,/,1
O=P1(O)C=C(c2ccccc2)NC(c2ccccc2)=C1,22,3,2,/,-7,1,-1,4
CC(C)(C)SCCNS(=O)(=O)c1ccc2ccccc2c1,-36,-10,/,/,/,-3,/,-13
C[C@@H]1CN([C@H](C)CO)C(=O)Cc2cc(NS(=O)(=O)c3ccc(Cl)cc3)ccc2O[C@H]1CN(C)Cc1ccc2c(c1)OCO2,84*,-2,16,1,-1,-32,-2,20
Cn1c(=O)[nH]c(=O)c2c1nc(Br)n2CC(O)COCc1ccccc1 (stereo not drawn),7,54,/,/,0,/,3,-4
Cc1ccc(NS(=O)(=O)c2cccc(C(=O)N3CCN(c4ncccn4)CC3)c2)cc1,25,-8,1,26,-3,-5,1,5
COC(=O)C1=C(C(=O)OC)[C@@H]2Nc3ccccc3[C@@]23C[C@@H](C(=O)OC)N(C(=O)c2cc(C)oc2C)C3=N1,2,3,-3,-8,-4,-16,0,22
CCCn1nc(Oc2nc(SC)nc(N(C)C)n2)ccc1=O,23,15,/,/,0,/,0,8
N#C[C@H]1[C@@H](c2ccc(C#Cc3ccc(F)cc3)cc2)[C@H](CO)N1C(=O)Nc1ccc(F)cc1,16,6,14,94*,-3,9,-1,16

# An excerpt of these results, with each value named.
C[C@@H]1CN([C@H](C)CO)C(=O)Cc2cc(NS(=O)(=O)c3ccc(Cl)cc3)ccc2O[C@H]1CN(C)Cc1ccc2c(c1)OCO2
  Statin myotox sup = 84*; PGC1a acetyl inh = -2; LGR2 inh = 16; PAX8 reporter = 1; PglD DTNB = -1; GSIS activator = -32; Cneo AK release = -2; ARNT-TACC3 inh = 20

Cn1c(=O)[nH]c(=O)c2c1nc(Br)n2CC(O)COCc1ccccc1 (stereo not drawn)
  Statin myotox sup = 7; PGC1a acetyl inh = 54; LGR2 inh = /; PAX8 reporter = /; PglD DTNB = 0; GSIS activator = /; Cneo AK release = 3; ARNT-TACC3 inh = -4

# Whole records as entered above. Values in the order: Statin myotox sup	PGC1a acetyl inh	LGR2 inh	PAX8 reporter	PglD DTNB	GSIS activator	Cneo AK release	ARNT-TACC3 inh
# CCCc1cc(C(=O)N2CCC(n3nccc3NC(=O)c3ccc(OC)cc3)CC2)no1 across the screens: 6	-1	-27	-20	-3	-12	0	-1
# N#C[C@H]1[C@@H](c2ccc(C#Cc3ccc(F)cc3)cc2)[C@H](CO)N1C(=O)Nc1ccc(F)cc1 across the screens: 16	6	14	94*	-3	9	-1	16
# COc1ccc(OC)c(C2CC(=O)N3CN(c4ccccc4F)CSC3=C2C#N)c1 (stereo not drawn) across the screens: 15	/	16	4	10	-37	-2	0
